# Screening results (PubChem)
# GRIN3A LBD mod: modulates the human NR3A ligand-binding domain; NR3A LBD differential scanning fluorimetry, Tm shift; 0% = protein alone, 100% = glycine-bound protein; Tm shift relative to glycine control, % at 25 µM; 340,000 tested, 2.5% active; AID 1259313;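 active = melting temperature shift of at least 10% of the positive control shift, at one fixed dose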
# UPR XBP1 act: activators of adaptive arm of unfolded protein response (XBP1) | AID 463104 | 330,000 tested, 0.33% active | activation, % at 20 µM | CHO-XBP1 luciferase reporter, IRE1-XBP1 UPR activation, luminescence; percent of tunicamycin response, DMSO as zero;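 active = versus positive control, 20 µM dose yields 30% or more activation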;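 also: 100% = tunicamycin at 10 µg/mL and 0% = DMSO only wells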
#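 Material: CHO-XBP1 cells stably carrying IRE1-XBP1-driven luciferase reporter | Medium: F12 with 10% serum | Compound dosing: 20 µM single concentration, DMSO 1% | Incubation: Overnight seeding at 37 °C, 6 h compound treatment at 37 °C | Detection: Steady-Glo luminescence read | Read-out basis: % activation of reporter signal versus tunicamycin and DMSO controls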
# tim23-1 inh: tim23-1 yeast growth inhibition | 330,000 tested, 1.3% active | inhibition, % at 20 µM | AID 463212 | S. cerevisiae tim23-1 growth, BacTiter-Glo luminescence, 24 h;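 active = growth inhibition of the mutant yeast at or above 50%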;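 also: temperature-sensitive mutant grown at 25 °C; plate controls were DMSO-treated mutant yeast for no effect and medium wells lacking yeast for full effect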
# tim10-1 inh: tim10-1 yeast growth inhibition; S. cerevisiae tim10-1 ts strain growth, BacTiter-Glo, 24 h; inhibition, % at 20 µM; 330,000 tested, 2.2% active; AID 463190;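 active = inhibition of at least 40%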;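 also: mutant grown at 25 °C; 0% = DMSO wells with yeast and 100% = wells holding no yeast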
# CHOP UPR activ: activators of apoptotic arm of unfolded protein response (CHOP); CHO-CHOP luciferase reporter, UPR activation, luminescence; percent of tunicamycin response over DMSO baseline; activation, % at 10 µM; 330,000 tested, 0.34% active;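 active = at 10 µM dose, activation of 40% or more, normalized to positive control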;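 also: 100% = tunicamycin at 10 µg/mL and 0% = DMSO alone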
#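 System: CHO CHOP reporter cells. Amount: 500 cells per well. Buffer or medium: F12 medium, 10% FBS. Compound dosing: one dose, 10 µM in 0.5% DMSO. Incubation: 6 h compound exposure at 37 °C after overnight seeding. Technique: Steady-Glo luciferase luminescence. Benchmarks: tunicamycin and DMSO controls.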
# APJ agonist: activates the human apelin receptor APJ; activation, % at 20 µM; 330,000 tested, 0.11% active; CHO-K1 APJ PathHunter beta-arrestin, luminescence; 0% DMSO wells, 100% apelin; P35414;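 active = activation more than six SD over the plate average, tested at 20 µM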;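 also: 0% = DMSO alone and 100% = apelin-13 at 10 nM; some results filed as inactive read as strong as hits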
# Target sequence (P35414 whole entry, looked up): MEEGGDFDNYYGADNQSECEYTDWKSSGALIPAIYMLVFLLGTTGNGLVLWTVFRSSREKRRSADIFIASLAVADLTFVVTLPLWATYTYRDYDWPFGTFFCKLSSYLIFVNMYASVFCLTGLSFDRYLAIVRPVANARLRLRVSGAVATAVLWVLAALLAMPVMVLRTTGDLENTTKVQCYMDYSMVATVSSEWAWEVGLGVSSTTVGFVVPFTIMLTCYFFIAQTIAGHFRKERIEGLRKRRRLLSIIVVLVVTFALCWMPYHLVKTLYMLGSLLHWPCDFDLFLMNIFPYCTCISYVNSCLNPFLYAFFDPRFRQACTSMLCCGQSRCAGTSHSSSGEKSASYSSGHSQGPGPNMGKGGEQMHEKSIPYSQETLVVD
#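 Assay system: CHO-K1 APJ beta-arrestin complementation cell line / Compound: single test compound dose, 20 µM final, 1% DMSO / Times: overnight seeding, 90 min compound at 25 °C, 1 h detection / Technique: beta-gal luminescence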
# NLRP3 yeast inh: NALP3 inhibition in yeast; Yeast reconstituted NLRP3/ASC/caspase-1, beta-gal luminescence, 24 h; inhibition, % at 10 µM; 330,000 tested, 0.39% active;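 active = inhibition of 50% or more; inactive = inhibition below 50%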;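 also: plate controls were induced DMSO wells for no effect and uninduced yeast grown without galactose for full effect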
# TIM10 inh: growth inhibitors of TIM10 yeast strain | 330,000 tested, 1.4% active | inhibition, % at 10 µM | S. cerevisiae TIM10 strain growth, BacTiter-Glo luminescence, 24 h;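 active = inhibition of 40% or more at the single tested concentration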;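 also: wild-type TIM10 isogenic control strain grown at permissive 25 °C; 0% = DMSO yeast wells and 100% = minimal medium wells without yeast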
# Mdm2 MdmX PPI: inhibitors of human Mdm2/MdmX interaction; SaOS-2 split-luciferase Mdm2/MdmX complementation, luminescence; AID 485346; inhibition, % at 8 µM; 330,000 tested, 3% active; O15151+Q00987;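 active = inhibition of at least 50% at 8 µM in the primary screen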
# * hit, by the source's call; . = no result given. The order is random (roughly 8.2% active in at least one column).
structure	GRIN3A LBD mod	UPR XBP1 act	Mdm2 MdmX PPI	NLRP3 yeast inh	TIM10 inh	tim10-1 inh	tim23-1 inh	CHOP UPR activ	APJ agonist
O/N=C/c1ccccc1Oc1ccccc1	-7	-1	16	1	-8	1	-1	-2.2	6
CC/C(O)=N\S(=O)(=O)c1ccc(N=NN(C)C)cc1	2	0	-8	14	-1	8	11	-0.2	1
COc1ccccc1OCCNC(=O)C1CC(=O)N(c2cccc(SC)c2)C1 (stereo not given)	17*	1	-2	10	5	18	10	0.3	2
O=C(CCCc1c[nH]c2ccccc12)N1CCN(c2ccc(N3CCOCC3)nn2)CC1	-1	10	21	3	6	-1	-6	1.1	-2
COc1cccc(NC(=O)c2oc3ccccc3c2NC(C)=O)c1	0	4	-14	-16	17	15	11	6.0	-5
O=C1c2ccccc2NC(c2ccc(O)c(O)c2)N1c1ccccc1Cl (stereo not given)	0	-2	4	3	-6	4	15	2.2	-3
Cc1ccncc1C(N)=O	0	-1	13	-1	1	0	-1	-0.9	-1
Cc1ccc(C(=O)CC(C(=O)O)n2cncn2)cc1 (stereo not given)	-2	-2	-10	23	-5	-19	0	0.4	4
Cc1cccnc1Nc1nc(-c2ccccn2)cs1	-7	11	74*	74*	34	-30	10	451*	-11
Cc1ccc(NC(=O)c2ccc(Cl)c(S(=O)(=O)N3CCCCC3)c2)nc1	1	-5	26	-6	4	12	34	1.6	-4
CCN(CC)S(=O)(=O)c1ccc(C(=O)Nc2nnc(COC)o2)cc1	0	0	-3	2	-8	11	-13	1.5	3
Cc1ccc(C2c3c(oc4ccccc4c3=O)C(=O)N2CCCN2CCOCC2)o1 (stereo not given)	2	-1	22	8	-6	2	3	-0.7	1
Cc1cc(=O)oc2cc(NC(=O)Cc3ccccc3)ccc12	0	7	9	-2	-14	15	15	2.7	-3
O=C(NN1C(=O)c2ccccc2NC1c1ccc([N+](=O)[O-])o1)c1ccccc1 (stereo not given)	0	-5	8	8	12	-3	29	3.6	4
O=C(CSc1ccccn1)Nc1nonc1[N+](=O)[O-]	2	-6	95*	6	20	19	46	85*	9
N#C/C(=C(/O)CN1CCN(c2ccccc2F)CC1)c1nc(-c2ccc(Cl)cc2)cs1	8	8	9	9	8	12	13	-0.9	2
CC1CCCN(CC(=O)Nc2ccc(S(=O)(=O)NC3CCCCC3)cc2)C1 (stereo not given)	-7	-5	18	3	-4	-13	-8	-1.5	-3
O=C(Nc1cc(Cl)cc(Cl)c1)N1CCCN(Cc2ccccc2)CC1	0	-3	18	28	-36	-15	-12	1.0	-3
Cc1cccc(C)c1-n1c(=O)n(Cc2ccccc2)c(=O)c2[nH]cnc21	-4	0	-21	7	9	3	4	0.5	-5
O=C(c1cc(Cl)nc2ccccc12)N(Cc1nnc(-c2ccccc2Cl)o1)C1CC1	2	-3	15	4	-19	12	36	0.7	-5
O=C(C1=C[C@H](c2ccccc2)C[C@H](OCCCCO)O1)N1CCN(Cc2ccccc2)CC1	0	-2	-9	0	18	19	12	1.5	8
CCOC(=O)[C@H]1[C@H]2COc3cc(OC)ccc3[C@@H]2N2C(=O)N(c3ccc(Br)cc3)C(=O)[C@@]12C	-1	0	21	14	13	22	29	-0.1	-4
O=C(CSc1nccn1-c1cccc(Cl)c1)Nc1ccc2c(c1)OCCO2	3	-4	-32	22	1	23	29	2.4	-3
O=c1c(Sc2ccccc2)c(C(F)(F)F)[nH]n1-c1ccccc1	4	-3	-22	-16	6	15	-10	-0.1	0
Cc1[nH]c2ccccc2c1C(=O)COc1ccccc1F	-5	10	-52	16	8	-4	19	3.4	0
CCc1ccc2[nH]c(=O)c(CN(CCO)C(=O)NCc3ccccc3)cc2c1	-4	-6	13	13	2	6	11	-2.2	-1
Cc1ccc(-c2[nH]nc3c2C(c2cccnc2)C(C#N)=C(N)O3)cc1 (stereo not given)	2	2	-12	2	-3	19	7	-1.3	2
COc1cccc2oc(-c3ccco3)cc(=O)c12	-1	0	-3	1	47*	45*	41	9.7	-6
COc1ccccc1S(=O)(=O)Cc1ccc(C(=O)NCc2ccco2)o1	-1	-5	19	-7	-6	7	3	-0.3	-4
CC1Cc2ccccc2N1C(=O)COC(=O)CCc1nc2ccccc2c(=O)[nH]1 (stereo not given)	-1	1	28	-8	11	2	5	-0.7	-4
CC(=O)Nc1ccc(-n2nnnc2SCC(=O)NC2CCCC2)cc1	1	-2	-7	15	8	-12	-2	0.1	0
Cc1ccc(SCC(=O)OCC(=O)NCc2cccs2)cc1C	0	0	10	9	3	-6	-12	0.4	-3
COc1ccc(/C=N/N2CCN(Cc3ccccc3)CC2)cc1	0	-1	1	20	2	-6	3	1.2	-1
O=C(Nc1ccccn1)c1ccc2nc(-c3ccccc3)c(-c3ccccc3)nc2c1	.	0	32	13	-31	-22	-10	-0.8	-2
CCCCC(C(=O)OCC(=O)c1ccc(OC)cc1)N1C(=O)c2ccccc2C1=O (stereo not given)	3	-4	-7	8	21	18	25	-1.6	0
N#CC1(NC(=O)COC(=O)Cc2n[nH]c(=O)c3ccccc23)CCCCC1	-3	1	13	18	-10	-12	-12	-0.6	-4

# 4 records drawn at random from the list so far, as already listed:
structure	GRIN3A LBD mod	UPR XBP1 act	Mdm2 MdmX PPI	NLRP3 yeast inh	TIM10 inh	tim10-1 inh	tim23-1 inh	CHOP UPR activ	APJ agonist
Cc1cccnc1Nc1nc(-c2ccccn2)cs1	-7	11	74*	74*	34	-30	10	451*	-11
O=C(Nc1ccccn1)c1ccc2nc(-c3ccccc3)c(-c3ccccc3)nc2c1	.	0	32	13	-31	-22	-10	-0.8	-2
CC/C(O)=N\S(=O)(=O)c1ccc(N=NN(C)C)cc1	2	0	-8	14	-1	8	11	-0.2	1
Cc1ccc(C2c3c(oc4ccccc4c3=O)C(=O)N2CCCN2CCOCC2)o1 (stereo not given)	2	-1	22	8	-6	2	3	-0.7	1

# The results go on.
structure	GRIN3A LBD mod	UPR XBP1 act	Mdm2 MdmX PPI	NLRP3 yeast inh	TIM10 inh	tim10-1 inh	tim23-1 inh	CHOP UPR activ	APJ agonist
CCOC(=O)/C(C#N)=C1/CCCCCN1C	1	0	7	8	7	0	9	2.9	-7
CC[C@@H](C(=O)[C@@H](C)[C@@H](O)[C@H](C)CCc1ccc(C)c(O)c1C(=O)O)[C@H]1O[C@](CC)([C@H]2CC[C@](O)(CC)[C@H](C)O2)C[C@@H]1C	-13	-3	100*	16	11	22	39	12	27
CN1C(=O)c2ccc(C(=O)Nc3ccc4c(c3)OCO4)cc2C1=O	1	-4	-11	3	2	-4	-7	6.1	3
Cc1ccc(/C=C/c2ccc(=O)n(Cc3ccc(Cl)cc3Cl)n2)cc1	-2	1	19	9	10	15	15	0.1	-7
O=C(Nc1ccccc1OC(F)F)c1cccc(S(=O)(=O)N2CCCC2)c1	0	-1	3	13	10	26	15	-1.3	-5
CC(C)CC1CC(C)(c2csc(NNC(=O)c3ccccc3)n2)OC1=O (stereo not given)	4	2	22	12	19	17	10	1.5	-3
O=C(/C=C/c1cccc(F)c1)N1CCc2ccccc21	6	1	-291	33	4	-5	4	1.3	-3
CN(Cc1ccccc1)C(=O)COC(=O)c1cc([N+](=O)[O-])ccc1N1CCOCC1	0	0	-15	17	-1	3	14	1.1	1
O=C(COc1ccc(Cl)cc1Cl)NC(=O)N1CCOCC1	-1	-1	9	14	3	-17	-2	2.6	-5
CCC(=O)c1ccc(OCC(O)CNCc2ccc(F)cc2)cc1 (stereo not given)	1	-1	10	12	-9	21	8	-0.7	0
COc1ccc2cc(C(=O)COC(=O)COc3ccc4c(C)cc(=O)oc4c3)ccc2c1	2	1	9	8	6	15	3	1.2	-2
CC(C)(C)C(=O)Nc1nc2c(s1)CN(Cc1ccccc1)CC2	-2	0	-54	7	-4	-2	25	4.3	-1
O=C(COC(=O)c1ccccc1)Nc1ccccc1Br	-3	1	8	8	3	3	-10	3.0	0
COC(=O)C(NC(=O)Nc1ccccc1OC)C(C)C (stereo not given)	-1	0	-23	2	7	15	15	-1.8	1
CCOC(=O)Cc1csc(NC(=O)Cc2ccccc2[N+](=O)[O-])n1	1	-3	-8	7	14	10	4	2.0	-2
CC(C)N1C/C(=C/c2ccsc2)C(=O)/C(=C/c2ccsc2)C1	-2	1	92*	16	46*	40*	22	95*	-3
O=[N+]([O-])c1ncccc1OCc1ccccc1Br	-2	-1	10	6	9	18	38	0.1	-1
Cc1ccc(N2CC(C(=O)OCC(=O)Nc3ccc(Cl)cc3)CC2=O)cc1 (stereo not given)	4	-1	-1	15	8	18	30	1.5	-3
COC(=O)CN1C(=O)Nc2ccc(C)cc2C1c1ccccc1 (stereo not given)	-9	-1	18	1	14	16	9	-0.4	-2
Cc1ccccc1N(CC(=O)NC1CCCCC1)C(=O)CCCC(=O)Nc1ccccn1	-1	0	-15	-11	16	3	16	-0.5	-4
O=C(NNC(=O)C1CCCC1)c1ccc(F)cc1	3	-4	-6	4	9	-25	-8	1.7	-1
CCCCN(C(C)=O)c1c(N)n(CCC)c(=O)n(CC(=O)Nc2cc(Cl)cc(Cl)c2)c1=O	1	-1	4	4	19	10	11	-1.9	-2
CC(NC(=O)c1ccc(Cn2cc([N+](=O)[O-])cn2)cc1)c1ccccc1 (stereo not given)	-1	-3	28	9	-10	12	-2	0.1	-2
Cc1nc2cc(NC(=O)c3ccco3)ccc2n1C	-3	-6	-17	11	17	15	26	-1.8	2
Cc1ccc2nc3n(c2c1)CCCN3	0	1	25	-5	13	13	12	0.0	4
COc1cc(NC(=O)C2CCCO2)c(C(=O)O)cc1OC (stereo not given)	0	-2	15	-7	7	0	12	0.1	-2
CCOC(=O)N1CCC(N2C(=O)c3ccccc3C2Nc2ccc3c(C)cc(=O)oc3c2)CC1 (stereo not given)	2	1	11	5	9	10	6	-1.3	-4
Cc1ccc(C2CC(c3ccc(Cl)cc3)n3nc(N)nc3N2)cc1 (stereo not given)	1	0	-17	9	15	20	25	1.3	-4
Cc1cc(C)nc(NS(=O)(=O)c2ccc(NC(=O)Nc3ccccc3)cc2)n1	19*	2	0	10	3	10	9	2.1	-2
Cn1nc(-c2ccc(N3CCOCC3)c(NS(=O)(=O)c3ccc(Cl)cc3)c2)c2ccccc2c1=O	-5	16	67*	2	15	11	13	1.8	-2
Cc1[nH][nH]c(=O)c1N=Nc1ccc(S(N)(=O)=O)cc1	-2	0	9	14	-15	-16	-1	1.8	-7
Cc1ccccc1NS(=O)(=O)c1cc(S(C)(=O)=O)ccc1Cl	-1	-1	8	0	-8	8	11	-1.7	-3
Cc1cccc(Nc2nnc(SCC(=O)Nc3ccccc3[N+](=O)[O-])s2)c1	6	-1	5	-5	17	22	12	1.3	-2
CCOC(=O)Cn1c(CN2CCOCC2)nc2c1c(=O)[nH]c(=O)n2C	-2	0	-4	27	-4	-7	-5	1.0	-6
